Source: PubChem BioAssay
influenza NS1A: NS1A inhibition, H1N1 influenza, cell based functional assay (AID 504329); NS1A functional cell-based assay, percent inhibition; higher % means a stronger effect; one-dose inhibition, % at 12.5 µM; IC50 in µM for titrated hits; 340,000 tested, 0.3% active; in the data active means a potency from the dose series; inconclusive means inhibition above about 27% without an active follow-up result; further: strong numbers were not always called active
inhibitors of VEEV: inhibitors of VEEV TC-83 cytopathic effect, confirmation, Vero cells (AID 588727). Vero cells, VEEV TC-83 cytopathic effect inhibition; higher % means a stronger effect. one-dose inhibition, % at 20 µM; IC50 in µM for titrated hits. 350,000 tested, 0.13% active; in the data active means a potency from the dose series; inconclusive means inhibition mostly from about 14% at the one dose, without a potency; inactive means the rest, 99 in 100 with inhibition below about 12%; further: strong numbers were not always called active
Salmonella PhoP GFP: PhoP regulon inhibitors, Salmonella typhi PhoP promoter GFP reporter, confirmatory (AID 1850); Salmonella Typhi PhoP-promoter GFP reporter, fluorescence, 4 h; higher % means a stronger effect; one-dose inhibition, % at 50 µM; IC50 in µM for titrated hits; 310,000 tested, 0.33% active; in the data active means a potency from the dose series; inconclusive means inhibition mostly from about 25% at the one dose, without a potency; inactive means the rest, 99 in 100 with inhibition below about 19%;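 further: 0% = induced wells with vehicle and 100% = uninduced wells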
tuberculosis growth: growth inhibition of non-replicating M. tuberculosis (AID 488890); 320,000 tested, 0.39% active; Mycobacterium tuberculosis non-replicating, growth inhibition; higher % means a stronger effect; inhibition, % at 25 µM, or IC50 in µM where a hit was titrated; in the data active means a potency from the dose series; inconclusive means inhibition mostly from about 82% at the one dose, without a potency; inactive means the rest, 99 in 100 with inhibition below about 76%;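 further: plate controls were DMSO cells for no effect and high antibiotic wells for full effect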
M. tuberculosis HTS: M. tuberculosis growth inhibition, HTS (AID 449762) | 330,000 tested, 0.59% active | M. tuberculosis H37Rv growth inhibition, 7H9 media; higher % means a stronger effect | inhibition, % at 25 µM; hits with a dose series show IC50 in µM; in the data active means a potency from the dose series; inconclusive means inhibition above about 70% without an active follow-up result;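 further: bacterial growth assessed after seven days of incubation; strong numbers were not always called active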
inhibitors of VEEV 10K pilot screen: second read-out of inhibitors of VEEV, no call of its own (marks repeat the call); inhibition, %; measured here: 10K pilot screen inhibition
* marks the source's active call; other numbers are inactive results; i = inactive; ? = inconclusive; . = not tested or not shown.

SMILES	influenza NS1A	inhibitors of VEEV	Salmonella PhoP GFP	tuberculosis growth	M. tuberculosis HTS	others
Cc1cc(Br)ccc1NC(=O)CNC(=O)c1cnn(C)c1	-17%	1.9%	.	-1%	-12%
CC(=O)N1CCN(C(=O)c2cc(S(=O)(=O)Nc3ccc(S(C)(=O)=O)cc3)ccc2Cl)CC1	-2%	1.5%	-7%	2%	-2%
O=C(Oc1cccc(NC(=O)c2ccco2)c1)c1ccc(Br)c(S(=O)(=O)N2CCCCC2)c1	6%	8.1%	-4%	26%	-2%
COc1ccc(/C(N)=N/OC(=O)c2ccc(C)c([N+](=O)[O-])c2)cc1OC	-18%	4.7%	-12%	-1%	2%
Cc1ccc(-c2csc(C3C(N)=NC(S)=C(C#N)C34CCCCC4)n2)cc1 (stereo unspecified)	7%	5.8%	-7%	46%	3%	inhibitors of VEEV 10K pilot screen=5.6
COC(=O)c1ccc(NCc2c(O)ccc(O)c2Br)cc1Cl	-7%	0.4%	.	.	.
Cc1cccc(NC(=O)c2nc[nH]c2C(=O)NCCN(CCNC(=O)c2[nH]cnc2C(=O)Nc2cccc(C)c2)CCNC(=O)c2[nH]cnc2C(=O)Nc2cccc(C)c2)c1	-1%	4.4%	.	21%	3%
Cn1c2ccccc2c2cnn(CC(=O)Nc3ccc(Cl)cc3)c(=O)c21	0%	0.2%	-13%	4%	-10%
CCCCOC(=O)Nc1nnc(CCOCC)s1	-9%	1.3%	8%	-3%	-1%
COc1ccc(-c2noc(CNC(=O)CCN3C(=O)[C@H]4CC=CC[C@H]4C3=O)n2)cc1	-6%	0.1%	-2%	-12%	4%
O=C(c1cccnc1)N1CCN(Cc2cccc(Br)c2)CC1	-11%	0.1%	4%	-7%	4%
CCCCCCCCCc1nc2sc3c(c2c(=O)n1NC(=O)c1ccccc1[N+](=O)[O-])CC(C)(C)OC3	9%	i	-4%	8%	-2%
Cc1ccc2oc(=O)c3cnn(CC(=O)NCCN4CCOCC4)c3c2c1	-5%	i	3%	6%	-10%	inhibitors of VEEV 10K pilot screen=0.1
CC1CC(C)CN(S(=O)(=O)c2ccc3oc(=O)ccc3c2)C1 (stereo unspecified)	2%	4.1%	-6%	.	-19%
CCN(C(=O)CSc1nnc(-c2cccc(Cl)c2)n1N)c1c(N)n(Cc2ccccc2)c(=O)[nH]c1=O	6%	1.5%	.	.	.
COc1ccc(-n2nnnc2SCC(=O)NNC(=O)c2ccc([N+](=O)[O-])cc2)cc1	9%	0.1%	-2%	-42%	3%
CN(C)c1ccc(P(=O)(OCc2ccccc2)C(O)c2ccc(Cl)cc2)cc1 (stereo unspecified)	0%	i	-3%	-7%	-2%
COc1ccc(C2c3ccc(O)cc3Oc3ncn(CC(C)C)c(=N)c32)cc1 (stereo unspecified)	8%	4.8%	13%	24%	6%
COC(=O)c1ccc(NC(=O)c2nc(S(=O)(=O)Cc3cccc(C)c3)ncc2Cl)cc1	-5%	13%	-17%	75%	4%
Cc1nc(SCc2nc3c(C)cccc3[nH]2)c2oc3ccccc3c2n1	3%	1.4%	.	5%	4%
CCOC(=O)c1ccc(NC(=O)Nc2ccc(S(N)(=O)=O)cc2)cc1	5%	0.2%	-2%	4%	3%
COc1cccc(NC(=S)N2CCc3cc(OC)c(OC)cc3C2COc2ccc3c(C)cc(=O)oc3c2)c1 (stereo unspecified)	6%	0.1%	2%	-4%	4%
O=S(=O)(Cc1cccc(F)c1)c1c[nH]c2ccccc12	-16%	i	6%	12%	4%
O=S(=O)(c1ccc(-c2csc(-c3cccnc3)n2)cc1)N1CCCCC1	-9%	i	1%	62%	70%
COc1ccc(-c2c(=O)n(OCc3ccccn3)c3ccccc3[n+]2[O-])cc1OC	5%	i	-1%	5%	-1%
CC1(C)OC(=O)C(=NNc2ccccc2)C(=O)O1	-3%	1.1%	-6%	-2%	-6%
CCn1c(=O)cc(SCC(=O)NCc2cccnc2)c2ccccc21	3%	1.4%	-5%	0%	0%
FC(F)(F)c1cccc(NC(=S)N(CCCN2CCCC2)Cc2cccn2Cc2ccc(Cl)cc2)c1	16%	i	1%	?	?
Cc1ccc(-c2csc3ncnc(-n4nnc5ccccc54)c23)cc1C	17%	i	-19%	51%	-3%
CCOc1ccc(NC(=O)Nc2ccc3nccnc3c2)cc1	16%	9.4%	6%	20%	11%
COc1ccc(N2CCN(C(=O)CNS(=O)(=O)c3ccc(C)cc3)CC2)cc1	-1%	1.0%	7%	7%	-7%
O=C(CNC(=O)c1ccc([N+](=O)[O-])cc1)N/N=C\c1ccc(OC(=O)c2ccccc2)cc1	0%	1.7%	7%	-17%	3%
CN(C)c1ccc(/C=C(\NC(=O)c2ccccc2)C(=O)NCc2cccnc2)cc1	2%	4.0%	0%	6%	2%
COc1ccc(CC(NC(C)=O)C(=O)NC2CCN(c3c(Cc4ccccc4)c(C)nc4ncnn34)CC2)cc1OC (stereo unspecified)	.	.	-5%	10%	-2%
CCOC(=O)c1c(C)[nH]c(C(=O)COC(=O)C2CC2)c1C	0%	8.1%	.	.	.
Cc1ccc2[nH]c(=O)c(CC(=O)O)c(-c3ccccc3)c2c1	1%	1.0%	-2%	3%	1%
Cc1ccc(Cl)cc1NC1=NC(=S)N(C(C)C)C12CCCCC2	-7%	1.5%	-9%	11%	-1%
CCc1ccc(Oc2cc(C)nc(N)n2)cc1	0%	5.6%	-13%	37%	8%
O=C(COc1ccc(S(=O)(=O)N2CCCC2)cc1Cl)NC1CCCC1	2%	0.2%	-4%	4%	2%
CC1CCCN(CCCNC(=O)c2coc3nc4ccccc4nc23)C1 (stereo unspecified)	13%	1.9%	-12%	17%	2%
Cn1c(=O)c2c(nc(NCCc3ccccc3)n2CC(=O)NCCc2ccccc2)n(C)c1=O	-5%	3.5%	-4%	-3%	-4%	inhibitors of VEEV 10K pilot screen=1.4
CC[n+]1ccc(C(=O)NCc2ccccc2)cc1	-5%	0.3%	12%	1%	9%
Cc1oc(-c2ccccc2)nc1CSc1nc2c(c(=O)[nH]1)CCC2	21%	7.7%	-8%	.	-17%
Cc1cccc(NC(=O)c2ccc(S(=O)(=O)N(C)CC3CCCO3)cc2)c1C (stereo unspecified)	-5%	2.5%	-3%	32%	5%
COc1ccc2[nH]cc(CCNS(=O)(=O)c3ccccc3)c2c1	0%	0.9%	5%	2%	-2%
NC(=O)c1ccccc1NC(=S)NC(=O)CCc1ccccc1	-4%	4.2%	-4%	?	-2%
CCN1CCN(C2CC(=O)NC2=O)CC1 (stereo unspecified)	.	.	-2%	-2%	-6%
COc1cc(OC)c(C(=O)OCN2C(=O)c3ccccc3C2=O)cc1OC	5%	0.5%	4%	-2%	0%
C=C(C)COC(=O)C1CC2OC2CC1C(=O)OCC(=C)C (stereo unspecified)	-7%	2.6%	.	.	.
Cc1nc(C)n(C(C)CNC(=O)c2cccc(Br)c2)n1 (stereo unspecified)	-10%	0.4%	-7%	19%	4%
Cc1cccc(COCCN2CCN(S(=O)(=O)c3ccccc3)CCC2=O)c1	-11%	2.2%	-5%	-7%	-2%
S=C(Nc1ccc(Oc2ccccc2)cc1)NC1CCCC1	5%	1.2%	4%	?	-23%
CN(C)S(=O)(=O)c1cccc(C(=O)NCc2ccco2)c1	7%	0.0%	-3%	12%	.
O=C(COc1ccc2ccc(=O)oc2c1)NC1CCCCC1	-2%	1.4%	.	10%	-4%
O=C(Nc1ccc(NC(=O)c2ccco2)cc1)c1ccc2c(c1)OCO2	-10%	i	-3%	-8%	2%
CNS(=O)(=O)c1ccc(N2CCCC2)c([N+](=O)[O-])c1	-13%	0.2%	1%	-5%	-3%
COc1ccc(NC(=O)Cn2nc(C(F)(F)F)c3c2CCCC3)c(OC)c1	0%	i	4%	-5%	-25%
COC(=O)c1cc(CNC(=O)c2sccc2-c2ccccc2)ccc1OC	-9%	7.3%	-6%	17%	2%
O=C(Nc1nc(-c2ccco2)c(-c2ccco2)s1)c1c(F)cccc1Cl	-15%	4.1%	.	64%	-2%
CCC(C)(C)NC(=O)COc1ccc(C(=O)c2ccccc2)cc1	10%	0.6%	25%	52%	9%

The results go on:
SMILES	influenza NS1A	inhibitors of VEEV	Salmonella PhoP GFP	tuberculosis growth	M. tuberculosis HTS	others
CC(C)(C)n1nc(Cc2cccc3ccccc23)c(C#N)c1N	0%	0.3%	-1%	0%	-4%	inhibitors of VEEV 10K pilot screen=3.1
Cc1ccc(C)c(S(=O)(=O)NCC(=O)Nc2sc3c(c2C(N)=O)CCC(C)C3)c1 (stereo unspecified)	-2%	0.2%	-2%	2%	2%
Nc1nc(-c2ccco2)nn1C(=O)c1ccc(F)cc1	-4%	0.4%	.	.	.
N#C/C(=C(/O)c1ccc([N+](=O)[O-])cc1)c1nc2ccccc2[nH]1	.	7.0%	4%	11%	3%
CCO[C@@H]1OC(C(=O)NCc2nc3ccccc3[nH]2)=C[C@H](c2ccccc2)[C@H]1CCCO	14%	6.3%	6%	17%	11%
O=C1CCCN1Cc1ccccc1	-8%	i	-13%	-13%	-6%
CON/C=C(\C=Nc1ccc(Cl)cc1Cl)c1ncc(C(F)(F)F)cc1Cl	6%	2.7%	5%	-12%	-5%
CN(C)C(=O)c1cc2cc([N+](=O)[O-])ccc2s1	6%	0.6%	-10%	22%	12%
O=C(Nc1cccc(C(F)(F)F)c1)c1cc2c(=O)c3ccccc3oc2nc1C(F)(F)F	-2%	2.7%	-5%	-12%	2%	inhibitors of VEEV 10K pilot screen=2.8
COC(=O)C(C(=O)OC)c1ncccc1[N+](=O)[O-]	-3%	1.8%	2%	12%	-3%
COc1ccc(C=C(C(=O)O)c2ccc(OC)cc2)cc1	-16%	6.7%	.	.	.
Cc1ccc(Nc2[nH]c(=O)c3ccccc3c2C(=O)c2ccccc2)cc1	.	.	-28%	-21%	1%
CCOC(=O)CSc1nnnn1-c1cc(OC)c(Cl)cc1OC	3%	1.2%	-12%	-4%	-12%
O=C(Nc1ccc(F)cc1)Nc1csc2ccccc12	.	1.0%	-4%	0%	?
O=C(Sc1ccc(Cl)cc1)c1cccc(Cn2cc(C(F)(F)F)ccc2=O)c1	0%	0.0%	7%	26%	-2%
COc1cc(CN2CCN(C(=O)CC(C)C)CC2)cc(OC)c1O	-2%	i	-6%	-31%	-21%
O=C(Cn1ccc(NC(=O)OCc2ccccc2)nc1=O)NCc1ccccn1	11%	i	.	-8%	-9%
O=C(Nc1cccc(/C=C/c2ccccn2)c1)c1cc(Cl)ccn1	-8%	7.2%	-8%	-5%	-3%
O=C(NCc1ccc(F)cc1)C(=O)NCC1OCCN1S(=O)(=O)c1cccs1 (stereo unspecified)	26%	0.7%	12%	5%	-4%
CC(=O)c1sc(NC(=O)CSCc2c(C)noc2C)nc1-c1ccccc1	-8%	i	.	14%	-18%
COCCCNC(=O)Cn1ncc2c(=O)oc3ccccc3c21	1%	i	-1%	-1%	-12%	inhibitors of VEEV 10K pilot screen=1.0
O=C(O)/C(=C\c1ccccc1Cl)c1ccc(S(=O)(=O)N2CCCCC2)s1	4%	0.2%	-2%	10%	11%
Cc1noc(C)c1C(=O)OCC(=O)Nc1ccccc1C(=O)NC(C)c1ccccc1 (stereo unspecified)	7%	7.2%	7%	6%	-4%
COc1ccccc1C1C(C(=O)c2ccco2)=C(O)C(=O)N1c1cc(C)on1 (stereo unspecified)	0%	0.3%	-8%	.	-11%
O=C(c1ccc(S(=O)(=O)N2CCOCC2)cc1)N1CCN(c2cccc(Cl)c2)CC1	-6%	1.9%	-10%	25%	-6%

Filtered by structure: the entries above containing bromine (5)
SMILES	influenza NS1A	inhibitors of VEEV	Salmonella PhoP GFP	tuberculosis growth	M. tuberculosis HTS	others
Cc1cc(Br)ccc1NC(=O)CNC(=O)c1cnn(C)c1	-17%	1.9%	.	-1%	-12%
O=C(Oc1cccc(NC(=O)c2ccco2)c1)c1ccc(Br)c(S(=O)(=O)N2CCCCC2)c1	6%	8.1%	-4%	26%	-2%
COC(=O)c1ccc(NCc2c(O)ccc(O)c2Br)cc1Cl	-7%	0.4%	.	.	.
O=C(c1cccnc1)N1CCN(Cc2cccc(Br)c2)CC1	-11%	0.1%	4%	-7%	4%
Cc1nc(C)n(C(C)CNC(=O)c2cccc(Br)c2)n1 (stereo unspecified)	-10%	0.4%	-7%	19%	4%
